Source: PubChem BioAssay (several laboratories)
SRC3 inh: human NCOA3 inhibition | inhibition, % at 3.6 µM | Q9Y6Q9 | AID 588352 | 360,000 tested, 0.17% active | HEK293 GAL4-SRC3 luciferase reporter, luminescence;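 active = inhibition above a per-campaign cutoff, the mean of all compounds plus 3 SD, cut at about 60% in these data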;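 note: 0% = DMSO-treated cells and 100% = gossypol-treated cells at 36 µM; higher means less SRC3-driven luciferase light from the GAL4 reporter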
MC4R antagonist: human MC4R antagonism in cAMP assay; P32245; MC4R-expressing cells, MTII-stimulated cAMP, LANCE TR-FRET; inhibition, % at 6.5 µM; 360,000 tested, 0.48% active;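 active = inhibition above its plate's cutoff, the mean of tested wells on that plate plus 3 SD, cut at about 29% in these data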;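 note: 0% = Melanotan II alone and 100% = Melanotan II plus saturating MCL0020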
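System: U2OS-MC4R stable cell line; Technique: Eu-cAMP/anti-cAMP TR-FRET, emission 671 nm; Repeats: single well per compound; Also added: Melanotan II; Dosing: one concentration, 6.5 µM nominal; Schedule: 30-min compound, 1-h challenge, 1-h detection, room temperature.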
LRH-1 inv ag: inverse agonists of human LRH-1 (NR5A2). O00482. HEK293T StAR-luciferase reporter, LRH-1 transfected, 24 h. inhibition, % at 3.6 µM. 360,000 tested, 0.13% active. AID 602396;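 active = inhibition above the mean inhibition of all tested compounds plus 3 SD, cut at about 73% in these data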;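 note: 0% = DMSO wells and 100% = reporter-only cells lacking LRH-1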
Target sequence (O00482 whole entry, looked up): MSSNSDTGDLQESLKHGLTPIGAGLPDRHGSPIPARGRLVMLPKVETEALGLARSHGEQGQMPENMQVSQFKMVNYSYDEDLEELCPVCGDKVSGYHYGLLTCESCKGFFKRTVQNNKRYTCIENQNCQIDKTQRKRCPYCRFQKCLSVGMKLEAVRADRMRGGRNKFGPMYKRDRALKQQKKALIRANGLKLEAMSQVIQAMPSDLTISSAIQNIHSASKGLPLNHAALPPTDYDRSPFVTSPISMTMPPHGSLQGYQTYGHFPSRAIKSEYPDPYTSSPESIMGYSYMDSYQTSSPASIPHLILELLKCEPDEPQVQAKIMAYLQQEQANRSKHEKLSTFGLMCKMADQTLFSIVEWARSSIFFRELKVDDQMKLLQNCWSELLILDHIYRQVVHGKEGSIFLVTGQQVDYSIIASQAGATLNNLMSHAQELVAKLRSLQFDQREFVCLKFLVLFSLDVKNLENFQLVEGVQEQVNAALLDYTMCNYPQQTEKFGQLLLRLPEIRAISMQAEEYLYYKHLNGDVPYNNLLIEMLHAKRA
NOD2-RIPK2 inh: NOD2-RIPK2 protein interaction inhibition; CHO BLA complementation NOD2-RIPK2, CCF4 ratio; inhibition, % at 4.98 µM; 360,000 tested, 0.38% active; AID 624267; in the data active = inhibition above about 21%;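 note: 0% = vehicle only and 100% = reference blocker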
MC4R barr agon: human MC4R agonism via beta-arrestin | AID 540308 | U2OS MC4R beta-arrestin complementation, luminescence; percent of melanotan II response, DMSO zero | activation, % at 8.9 µM | P32245 | 360,000 tested, 0.98% active;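 active = activation above a per-plate cutoff, the mean activation of sample wells on that plate plus 3 SD, cut at about 8% in these data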
TLR9-MyD88 block: blocks human TLR9 binding to MyD88. 340,000 tested, 0.21% active. inhibition, % at 4.98 µM. Q9NR96+Q99836. CHO BLA complementation TLR9-MyD88, CCF4 FRET ratio;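 active = inhibition above the mean over all tested compounds plus 3 SD, cut at about 21% in these data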;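 note: 0% = DMSO only wells and 100% = clavulanate BLA inhibitor control wells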
ABHD5-PLIN5 inh: inhibitors of human ABHD5-perilipin-5 interaction | 360,000 tested, 0.78% active | AID 602281 | Split G. princeps luciferase complementation, luminescence, 4 h | inhibition, % at 4 µM;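 active = inhibition above the mean inhibition across every tested compound plus 3 SD, cut at about 22% in these data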;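 note: 0% = DMSO only wells and the 100% control is not disclosed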
EBV LMP1 NFkB: inhibitors of Epstein-Barr LMP1-induced NF-kappaB reporter; LMP1-induced NF-kappaB luciferase reporter cells, luminescence; inhibition, % at 12.5 µM; 350,000 tested, 0.69% active; AID 504558; in the data active = inhibition above about 41%;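 note: 0% = neutral control wells and 100% = reference inhibitor control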
NCOA2 inhibitor: inhibits human steroid receptor coactivator 2; Q15596; AID 651957; 370,000 tested, 0.17% active; HEK293 GAL4-SRC2 luciferase reporter, luminescence; inhibition, % at 9 µM;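 active = inhibition above the mean inhibition of all tested compounds plus 3 SD, set per campaign, cut at about 52% in these data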;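 note: 0% = DMSO treated cells and 100% = cells given Gossypol at 36 µM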
COUP-TFII inh: blocks human COUP-TFII nuclear receptor | P24468 | HEK293T NGFI-A luciferase reporter, luminescence | inhibition, % at 8.6 µM | 370,000 tested, 0.7% active | AID 686940;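 active = inhibition above a per-plate cutoff, mean inhibition of test wells between control levels plus 3 SD, cut at about 38% in these data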;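 note: cells cotransfected with COUP-TFII expression vector driving the NGFI-A reporter; 0% = median of COUP-TF2 test wells and 100% = reporter-only cells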
Target sequence (P24468 whole entry, looked up): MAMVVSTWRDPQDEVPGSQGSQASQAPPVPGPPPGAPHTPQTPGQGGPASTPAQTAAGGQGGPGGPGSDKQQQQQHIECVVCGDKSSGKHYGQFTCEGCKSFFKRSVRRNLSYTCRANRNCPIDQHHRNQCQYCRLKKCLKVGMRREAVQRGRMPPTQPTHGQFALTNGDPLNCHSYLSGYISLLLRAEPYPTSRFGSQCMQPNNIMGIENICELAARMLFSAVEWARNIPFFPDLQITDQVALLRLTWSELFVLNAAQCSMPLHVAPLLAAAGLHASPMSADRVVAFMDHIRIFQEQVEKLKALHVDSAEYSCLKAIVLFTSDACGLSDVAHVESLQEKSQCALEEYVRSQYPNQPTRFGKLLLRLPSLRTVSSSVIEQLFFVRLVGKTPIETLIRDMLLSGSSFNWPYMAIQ
NCOA1 inh: inhibits human SRC1 coactivator; HEK293 GAL4-SRC1 luciferase reporter, luminescence; inhibition, % at 3.6 µM; 360,000 tested, 0.12% active; AID 588354;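 active = inhibition above the campaign mean plus 3 SD, with each screening campaign given its own cutoff, cut at about 60% in these data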;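 note: 0% = DMSO treated cells and 100% = gossypol at 36 µM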
* marks the source's active call; other numbers are inactive results; x = no result given.

SMILES	SRC3 inh	MC4R antagonist	LRH-1 inv ag	NOD2-RIPK2 inh	MC4R barr agon	TLR9-MyD88 block	ABHD5-PLIN5 inh	EBV LMP1 NFkB	NCOA2 inhibitor	COUP-TFII inh	NCOA1 inh
CCN(CC)CCN(Cc1cc2cc3c(cc2[nH]c1=O)OCCO3)C(=S)NCCOC	-19	1	-15	-8	-1.7	-5	-1	-5	11	7	-44
COCOCCn1cc(CN2CCS(=O)(=O)N(Cc3ccc(-c4ccc(C)cc4)cc3)C(C)C2=O)nn1 (stereo not given)	8	5	-25	11	1.1	1	8	0	17	-8	-9
COc1ccc(NC(=O)C2CCCN(C(=O)Nc3cccc(OC)c3)C2)cc1 (stereo not given)	-15	1	-22	-4	-0.9	-6	8	-5	-16	-14	-9
COc1ccc(CCNC(=O)CS(=O)Cc2nc(-c3ccc(C)cc3)oc2C)cc1OC (stereo not given)	-7	5	-4	0	-4.5	-18	1	0	13	-3	-4
COc1ccccc1NC(=O)NCCCl	-1	-1	-4	3	-1.8	1	1	4	-31	-11	-5
Cc1ccc(C)c(S(=O)(=O)N2CCN(C(=O)C3CCN(C(=O)c4ccc(F)cc4)CC3)CC2)c1	16	-2	12	-4	-3.1	0	-1	10	22	10	28
CC(=O)N/C(=C\c1ccccc1)C(=O)OCc1ccc(F)cc1	25	3	29	-4	2.0	-4	8	-4	-26	10	20
COc1cc2oc(=O)cc(CN3CCCC3)c2cc1Cl	3	x	-5	-15	x	x	11	x	-20	-3	11
Nc1nc2cc(S(=O)(=O)NC3=NCCCCC3)ccc2s1	6	5	12	5	-1.9	6	-19	-2	-10	-2	-3
O=C(CSc1nc(SCC(=O)NCc2ccccc2)n(-c2ccccc2)n1)NCc1ccccc1	2	13	-14	10	1.7	1	0	-11	-10	3	-11
COc1ccc(OCC(O)COc2ccc(C(=O)O)cc2)cc1 (stereo not given)	8	4	-6	-1	-0.5	4	-4	-1	11	-11	5
N#Cc1ccc(Nc2nc(NCc3ccccc3)nc3ccsc23)cc1	-5	2	2	6	3.7	x	8	x	-28	5	-14
Cc1cccc(NC(=O)c2cc(-c3ccc(C)c(C)c3O)n[nH]2)c1	-50	-1	-78	0	4.1	9	-10	-16	-21	-39	-37
Cc1cc(NS(=O)(=O)c2ccc(NC(=O)C3CCCCC3)cc2)no1	-41	2	4	-1	0.1	-11	6	3	-11	-19	-5
Cc1cc(C)cc(N2C(=O)CN(Cc3sccc3C)C2=S)c1	16	13	13	4	0.0	-3	-3	-1	21	17	1
COC(=O)c1ccc(N2CCN(C)CC2)c(NC(=O)COc2ccccc2Cl)c1	1	7	6	-4	-1.7	6	-14	-6	-20	7	2
CCOc1cc(/C=C2\N=C3CCCCCN3C2=O)ccc1O	-41	-11	-14	1	0.2	-45	-6	6	-43	-18	-21
CCCC(=O)NCCc1cc2cc(C)c(C)cc2[nH]c1=O	8	-3	-28	1	0.0	5	1	0	-1	-8	-12
COc1cc(O)c(C(CCN2CCCCC2)c2cc(OC)c(OC)c(OC)c2)c(OC)c1 (stereo not given)	-1	3	16	-2	-0.6	4	0	-4	-18	8	-13
CCOC(=O)c1cccc(NC(=O)CN2C(=O)C3CC=CCC3C2=O)c1 (stereo not given)	13	1	27	2	-1.1	1	0	-8	6	4	16
Cc1cccc2sc(NC(=O)CCNC(=O)c3ccco3)nc12	13	9	-9	3	-2.2	1	3	-8	-4	5	-3
C1CCCN(c2nc3nonc3nc2N2CCCCCC2)CC1	6	0	-5	-16	-0.2	-4	-6	3	12	7	1
O=C(Nc1ccc2nc(N3CCOCC3)sc2c1)c1ccccc1	-9	7	-4	-13	-0.6	-12	4	-4	-14	-19	-11
Cc1ccccc1NC(=O)CN1CCCC1	1	4	-6	-1	-0.9	2	-6	-3	-10	-6	16
O=C(NN=C1CCCCCC1)c1ccc(Br)o1	-49	9	-77	-6	-1.7	-4	1	-4	-76	-33	-80
COc1ccc(NS(=O)(=O)c2cc(C(=O)OC(C)C(=O)N3CCOCC3)ccc2Cl)cc1 (stereo not given)	5	15	5	4	-2.9	-8	-3	5	-48	-5	6
Cc1cc2oc(=O)cc(CSc3nnc(C)n3N)c2cc1C(C)C	2	-5	17	-7	2.3	2	-9	1	x	x	4
CCN(Cc1cc2ccccc2[nH]c1=O)C(=O)C(C)C	-20	-7	-16	0	1.4	5	-3	0	4	9	3
O=C(COC(=O)c1nc(Cl)c(Cl)c(Cl)c1Cl)c1ccc[nH]1	-9	39*	-19	12	-2.9	4	-1	-12	-6	-15	-11
O=C(Cn1c(O)c(/C=C2\C=Nc3ccccc32)sc1=O)Nc1ccc2c(c1)OCO2	-4	2	8	-4	1.2	1	-3	-1	2	9	11
Cc1cccc(NC(=O)CN2C(=O)c3ccccc3C2=O)c1C	-15	9	-3	-8	3.6	-4	-5	-3	15	15	-17
Cc1c(S(=O)(=O)N(C)C2CCCCC2)c(=O)n(C)c(=O)n1C	-17	5	-8	-11	-2.4	-5	4	3	-23	-14	-4
c1ccc2c(c1)OCCc1c-2[nH]c2ccccc12	-24	-6	-33	10	-1.0	-1	-12	-2	-37	-21	-8
CC(C)c1nc2sc3c(=O)[nH]c(=S)[nH]c3c2c2c1CCCC2	16	14	-8	-3	-2.2	1	-3	-1	-2	-3	3
CC1CCN(C(=O)Cn2c(=O)oc3cc(S(=O)(=O)N4CCCCC4)ccc32)CC1	2	1	4	8	-4.0	0	-3	-4	-18	-1	-3
O=C(NNS(=O)(=O)c1ccc(F)cc1)c1cccc(O)c1	-7	-4	7	-10	0.1	1	5	-5	7	2	-3
CN1CCN(c2ccc(NC(=O)c3ccc(-c4cccc([N+](=O)[O-])c4)o3)cc2)CC1	-21	-6	16	-2	-2.0	1	11	-9	-21	-9	-18
CNC(=S)N(Cc1cc2cc(C)ccc2n2nnnc12)CC(C)(C)CN(C)C	10	-1	-12	-7	-0.8	-3	-1	-5	-13	9	3
CC[N+]1(C)CCC(O)(c2ccc(OC)cc2)C(C(=O)c2ccc(OC)cc2)C1 (stereo not given)	4	29*	-20	1	-3.5	-2	7	-3	-6	-5	-25
COCCn1c(SC(C)C(=O)Nc2ccc(N3CCOCC3)cc2)nnc1-c1ccncc1 (stereo not given)	6	0	-8	-3	-2.3	10	4	3	6	3	-3
CN(C)c1ccc(C(=O)OCc2ccc(Br)cc2)cc1	-38	6	-4	-1	-0.3	8	-5	-10	-49	0	-27
CC1(C)CSC(C)(C)C(=O)N1	3	-2	16	1	-0.9	8	1	11	20	2	10
CC(c1ccccn1)N(Cc1ccco1)C(=S)Nc1cccc(F)c1 (stereo not given)	7	13	-7	-6	0.2	-10	-5	5	-10	7	2
CN(Cc1ccc(Cl)cc1Cl)C(=O)C1CC(=O)N(Cc2ccco2)C1 (stereo not given)	-6	-3	20	-4	-0.5	5	2	-3	16	8	-7
CCN(CC)c1ccc(C(=O)Nc2ccccc2)cc1[N+](=O)[O-]	-48	9	-104	3	0.9	1	-3	-32	-36	-6	-110
CCCCCCC(=O)Nc1nc(C)c(-c2csc(Nc3cccc(OC)c3)n2)s1	7	-2	-1	-2	-1.2	-12	-26	-6	-3	0	3
CN(C)c1ncc(CN2CCC(C(=O)Nc3ccc(-n4cccn4)cc3)CC2)s1	3	0	14	-5	0.2	-8	-5	6	6	-18	-3
N#CCC(=O)N/N=C/c1cc([N+](=O)[O-])ccc1N1CCCC1	-5	3	-10	-9	-1.5	-4	-4	-5	-10	14	-9
CC(C)Sc1cc(N2CCOCC2)nc(-c2ccc(Cl)cc2)n1	13	0	-2	-3	-0.2	2	0	-2	-6	-12	15
CC1Cc2cc(/C=C3/SC(=S)NC3=O)ccc2O1 (stereo not given)	-37	8	-19	-8	-0.5	1	-4	-11	-49	-12	-47

Going on with the list.
SMILES	SRC3 inh	MC4R antagonist	LRH-1 inv ag	NOD2-RIPK2 inh	MC4R barr agon	TLR9-MyD88 block	ABHD5-PLIN5 inh	EBV LMP1 NFkB	NCOA2 inhibitor	COUP-TFII inh	NCOA1 inh
O=C(COc1ccc(S(=O)(=O)N2CCOCC2)cc1Cl)NCCN1CCOCC1	-34	0	11	-7	-0.4	2	-2	-1	3	7	1
OC(COc1ccc(Cl)cc1)CN1CCN(c2cccc(Cl)c2)CC1 (stereo not given)	-8	4	0	12	4.1	2	-14	-4	-21	12	-20
COC(=O)c1csc(S(=O)(=O)N2CCCCC2)c1OC	10	10	12	2	1.3	-8	-2	-1	-7	9	2
Cc1cc(-c2csc3nc[nH]c(=S)c23)cc(C)c1C	21	13	9	7	-3.4	2	-7	4	7	-6	-3
O=C(NC1CCS(=O)(=O)C1)/C(=C\c1ccc(F)cc1)NC(=O)c1ccccc1 (stereo not given)	15	-2	0	7	-1.3	3	2	8	-9	11	5
COc1cccc(CNS(=O)(=O)c2c(C(=O)N3CCCC3)c(C)n(C)c2C)c1	-18	-1	0	-2	-1.9	12	0	-1	-21	-3	11
CCC(C)n1c(SCC(=O)NC(=O)c2cccn2C)nc2ccccc2c1=O (stereo not given)	4	6	-3	4	0.1	-3	-1	10	22	7	-19
O=C(NC1CC1)c1ccc(NS(=O)(=O)c2ccccc2)cc1	-5	4	-14	7	-4.4	-9	1	4	15	-9	1
COc1ccc(-c2nc(-c3ccc(O)cc3O)cs2)cc1OC	-39	-16	-15	-6	3.0	3	-6	-15	-59	-64	-26
CCc1cc(-c2nc(N)ncc2-c2csc(C)n2)c(O)cc1OC	18	1	15	-10	-3.3	-3	0	-4	18	-14	-25
CN(N=Cc1cccc2cccnc12)c1ccc([N+](=O)[O-])cc1[N+](=O)[O-]	-14	-20	16	-6	-0.5	4	5	-7	7	4	-11
Cn1ncc(C(=O)Nc2ccc(OC(F)(F)F)cc2)c1-n1cccc1	14	11	-4	-10	0.8	-8	-1	2	-7	-1	10
Cc1ccc(Cl)cc1Nc1nc(-c2cccnc2)cs1	-17	6	26	-7	-0.1	8	2	-12	-18	-10	-10
CN(Cc1ccccc1)CC(O)COc1ccc(CNCCc2cccnc2)cc1 (stereo not given)	22	-5	-6	-4	-1.2	6	3	-6	-6	8	7
COc1cccc(Nc2nc(C(N)c3ccccc3)cs2)n1 (stereo not given)	1	-8	18	-3	-0.2	x	3	x	-11	8	-8
Cc1ccc(-n2ncc(Br)c(Br)c2=O)cc1	-21	45*	4	32*	0.7	24*	3	19	x	x	-24
Clc1ccc(-c2nnc(-c3ccccc3)c(-c3c[nH]c4ccccc34)n2)cc1	-1	9	10	-6	1.2	0	-4	-20	-1	-18	-35

These rows are one share of the data; rates above refer to the full screens.
